aSyn yeast inh = alpha-synuclein toxicity inhibition in yeast; Yeast expressing alpha-synuclein, growth rescue, BacTiter-Glo, 24 h; Potency, µM (series often up to 46.1 µM), for the others: top-dose growth rescue (activation), most hits filed as activators; 370,000 compounds, 0.14% hits; further: potency means the concentration at half of the fitted maximal effect; % of control where 0% means no effect; nearly all actives have a fitted effect of over 65% in size
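Readout is rescue of growth in alpha-synuclein-expressing yeast, so inhibitors of toxicity appear as activators. Growth after 24 hr at 30 deg C in galactose medium is quantified by luminescence.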
Mm-Cpn inhibitor = M. maripaludis TRiC chaperonin inhibition; purified Mm-Cpn ATPase, ADP Transcreener TR-FRET; Potency, µM (doses to about 76.9 µM), without a hit: at the top dose activity, negative = inhibition, usual class: inhibitors; 330,000 compounds, 0.031% hits; further: potency means the concentration at half of the fitted maximal effect; on the % scale 0 is the no-effect control and ±100 the full control effect; nearly all actives have a fitted effect of over 80% in size
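ATP (10 uM final) was added to archaeal chaperonin (25 nM final) after 10 min exposure to test compound at 37°C; after 30 min further incubation, ADP was detected by competitive TR-FRET.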
PTHR1 agonist = PTHR1 (human) receptor agonism. HEK293 GP2 PTHR1 cells, GloSensor cAMP luminescence, 1 h. 410,000 compounds, 0.075% hits. Q03431. Potency, µM (top dose mostly 115 µM), for the others: at the highest dose activation, actives largely listed as activators. AID 743266; further: potency means the concentration at half of the fitted maximal effect; nearly all actives have a fitted effect of over 55% in size; some results filed as inactive show a strong effect at the top dose; inactives centre near -15; many of its hits are not listed in these tables
Target sequence (Q03431 whole entry, looked up): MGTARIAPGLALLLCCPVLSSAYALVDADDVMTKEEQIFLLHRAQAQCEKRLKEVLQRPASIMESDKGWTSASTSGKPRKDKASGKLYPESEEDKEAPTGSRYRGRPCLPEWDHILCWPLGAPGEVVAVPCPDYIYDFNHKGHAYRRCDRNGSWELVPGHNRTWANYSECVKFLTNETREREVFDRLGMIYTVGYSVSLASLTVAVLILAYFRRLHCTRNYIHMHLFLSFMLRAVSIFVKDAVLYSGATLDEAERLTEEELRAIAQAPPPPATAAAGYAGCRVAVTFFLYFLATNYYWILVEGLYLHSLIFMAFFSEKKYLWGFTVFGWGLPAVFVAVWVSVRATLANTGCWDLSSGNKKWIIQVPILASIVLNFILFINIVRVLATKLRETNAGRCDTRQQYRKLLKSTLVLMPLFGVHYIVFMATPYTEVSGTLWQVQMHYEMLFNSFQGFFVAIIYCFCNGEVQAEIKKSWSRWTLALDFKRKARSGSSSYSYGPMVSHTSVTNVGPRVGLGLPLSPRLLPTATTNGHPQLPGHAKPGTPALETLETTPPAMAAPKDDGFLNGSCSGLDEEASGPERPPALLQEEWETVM
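HEK-293-derived GP2 cells expressing PTHR1 and a GloSensor cAMP reporter, 3,000/well, plated overnight, given luciferin plus IBMX (each 0.5 mM as added) for 1 h at 37 °C, then compound for 1 h at 37 °C. Luminescence was read after 15 min at room temperature.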
GLP1R inv ag = GLP-1 receptor (human) inverse agonism | P43220 | HEK293 GLP-1R CRE-luciferase, luminescence, 24 h; GLP-1R form is constitutively active | Potency, µM (highest dose often 38.3 µM), for inactives: at the highest dose activity change, negative = inhibition, most hits filed as inhibitors | 410,000 compounds, 1.6% hits; further: potency means the concentration at half of the fitted maximal effect; on the % scale 0 is the no-effect control and ±100 the full control effect; nearly all actives have a fitted effect of over 55% in size
Target sequence (P43220 whole entry, looked up): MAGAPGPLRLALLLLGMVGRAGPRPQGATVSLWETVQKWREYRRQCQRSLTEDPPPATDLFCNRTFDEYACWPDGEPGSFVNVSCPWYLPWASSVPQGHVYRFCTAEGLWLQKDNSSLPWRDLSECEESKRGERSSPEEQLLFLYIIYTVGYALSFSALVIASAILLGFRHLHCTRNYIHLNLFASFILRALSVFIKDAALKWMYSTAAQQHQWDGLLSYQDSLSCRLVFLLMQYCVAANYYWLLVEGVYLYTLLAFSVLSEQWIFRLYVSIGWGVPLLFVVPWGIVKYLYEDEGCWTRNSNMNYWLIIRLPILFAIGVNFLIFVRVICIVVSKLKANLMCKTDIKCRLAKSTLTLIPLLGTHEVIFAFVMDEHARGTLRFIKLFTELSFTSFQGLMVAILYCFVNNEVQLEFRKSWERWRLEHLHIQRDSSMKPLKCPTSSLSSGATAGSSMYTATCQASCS
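Assay principle: reduced luminescence from a cAMP-responsive reporter in HEK293 cells co-expressing a constitutively active GLP-1R. Conditions: 24 hr compound incubation, 37 deg C, 5% CO2.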
Abeta rescue = A-beta toxicity reversal in yeast. Potency, µM (titrated, usually from 46.1 µM), without a hit: top-dose growth rescue, hits mostly activators. 410,000 compounds, 0.063% hits. yeast expressing A-beta42, growth rescue, OD600, 48 h; response scale: 0% DMSO, 100% iron-clioquinol control; further: potency means the concentration at half of the fitted maximal effect; nearly all actives have a fitted effect of over 55% in size
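Growth rescue measured by 600 nm absorbance after 48 h yeast culture at 30 C with compound. Values normalized between DMSO and an equimolar ferric chloride plus clioquinol control.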
GLP1R cytotox = cytotoxicity counter-screen for GLP-1 receptor inverse agonists; HEK293 cAMP-luciferase reporter cells, luminescence, 24 h; Potency, µM (top dose mostly 38.3 µM), without a hit: at the highest dose activity change, negative = inhibition, actives largely listed as inhibitors; 410,000 compounds, 0.13% hits;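 further: loss of luciferase light is scored as toxicity; potency means the concentration at half of the fitted maximal effect; on the % scale 0 is the no-effect control and ±100 the full control effect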
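Seeding density was 200 cells/uL; after overnight-length (12 h) culture, 23 nL compounds went on for 24 h at 37 °C. Readout used a luciferase detection reagent, luminescence taken after 12 min at room temperature.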
FUS yeast rescue = suppressors of FUS proteinopathy in yeast | S. cerevisiae FUS-expressing, growth rescue, OD600, 24 h | Potency, µM (series often up to 76.6 µM), for inactives: at the highest dose growth rescue (activation), usual class: activators | 390,000 compounds, 0.24% hits | AID 1347120;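 further: potency means the concentration at half of the fitted maximal effect; plate controls were DMSO vehicle for no effect and reference control for full effect; nearly all actives have a fitted effect of over 55% in size; some results filed as inactive show a strong effect at the top dose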
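Steps: raffinose overnight preculture; dilution to OD 0.005 in 2% galactose minimal medium; compound addition (concentration series); 24hr at 30C, 99% humidity; absorbance read at 600 nm.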
pAkt inh = inhibitors of Akt phosphorylation. activity change, % for hits at 50 µM. 360,000 compounds, 0.32% hits. Neuro2A IGF-stimulated pAkt S473 HTRF, 20 min; stronger effect = lower value; in the data active means activity change below about -80%; inconclusive means mostly about -51% to -80%; further: on the % scale 0 is the no-effect control and ±100 the full control effect
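Neuro2A cells in DMEM with 0.5% FBS, overnight at 37 deg C, given compound at single 50 µM final, then IGF (6 nM final) for 20 min at 37 deg C. Lysed; phospho-Akt Ser473 by HTRF after 24 h, 665/615 ratio.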
TDP43 rescue = inhibitors of TDP-43 toxicity in yeast; 410,000 compounds, 1.8% hits; TDP-43 expressing yeast growth rescue, BacTiter-Glo, 24 h; Potency, µM (highest dose often 46.1 µM), without a hit: at the top dose growth rescue (activation), usual class: activators; further: potency means the concentration at half of the fitted maximal effect; % of control where 0% means no effect; nearly all actives have a fitted effect of over 50% in size
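Cell-based yeast growth screen: TDP-43 expression induced in galactose, inoculum OD600=0.02 after raffinose pregrowth to mid-log. Read-out BacTiter-Glo luminescence at 24 hr, 30 deg C; inhibition of toxicity seen as signal increase.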
* hit, by the source's call; i = inactive; ? = inconclusive; . = not tested or not shown; [ ] = remark or other dose. Unless noted, the call rests on the fitted dose curve; in most records, active means well fitted curve in the direction sought with a large enough effect; inconclusive means small, poorly fitted or top-dose-only effect, or another doubt; inactive means no such curve, though single readings can be large; an effect the other way counts as inactive or inconclusive.

entry	SMILES	aSyn yeast inh	Mm-Cpn inhibitor	PTHR1 agonist	GLP1R inv ag	Abeta rescue	GLP1R cytotox	FUS yeast rescue	pAkt inh	TDP43 rescue
1	CCOC(=O)c1ccc(NC(=O)CSc2cc(-c3ccccc3)nc(C)n2)cc1	.	.	-23%	7%	-1%	3%	13%	.	17%
2	Cc1cccc(NC(=O)CCc2c(C)nn(-c3ccc(N4CCOCC4)nn3)c2C)c1	-3%	0%	-16%	9%	-4%	-2%	1%	i	-9%
3	CCOC(=O)C1=NN(C(=O)COc2ccccc2)C(O)(c2ccc(Cl)cc2)C1 (stereo not drawn)	5%	-1%	-16%	-1%	-5%	-4%	21%	i	5%
4	S=c1[nH]nc(Nc2ccc(Cl)cc2)s1	-12%	-1%	-24%	2%	9%	-11%	-2%	i	9%
5	CCOc1cc(C(=O)OCC(=O)NCc2ccco2)cc(OCC)c1OCC	6%	-1%	-44%[inhibitor][57.5 µM]	-27%	5%	-28%	23%	i	8%
6	O=C(CN1CCCCCC1)OCCN=C1NS(=O)(=O)c2ccccc21	-2%	1%	i	6%	-3%	-6%	5%	.	-6%
7	O=C(Nc1nccs1)C1CCN(S(=O)(=O)c2cccs2)CC1	21%	-2%	-45%[inhibitor]	-12%[0.307 µM]	2%	3%[0.307 µM]	6%	i	8%
8	C#CCNC(=O)c1cc(-c2ccccc2)sc1N	1%	.	-10%	11%	-4%	-1%	34%	i	0%
9	CCC(=NN=C(CC)c1ccccc1O)c1ccccc1O	2%	.	-17%	-13%	-9%	24%	.	i	10%
10	CCC(CO)Oc1cc(NCc2ccccc2C)c2ncn(C(C)C)c2c1 (stereo not drawn)	3%	-2%	-19%	9%	0%	-9%	3%	i	16%
11	Cc1cccc(C)c1N1CCN(S(=O)(=O)c2ccc(F)cc2)CC1	-9%	1%	i	?	7%	1%	7%	i	22%
12	CC(NC(=O)c1ccc([N+](=O)[O-])cc1Cl)C1CC2CCC1C2 (stereo not drawn)	6%	4%	i	?	-12%	-2%	9%	i	28%
13	NC(=O)NC(Cc1ccccc1)C(=O)NCCCSc1ccccc1 (stereo not drawn)	0%	2%	i	?	8%	-3%	10%	i	-7%
14	Cc1ccc(CNC(=O)Cn2cc(C(F)(F)F)ccc2=O)cc1	-2%	-29%	i	15%	0%	-5%	.	i	3%
15	O=C(Nc1ccccc1)c1cc(C2CCCN(C(=O)c3ccc4c(c3)CCO4)C2)on1 (stereo not drawn)	6%	.	-9%	-7%	7%	7%	29%	i	?
16	CCOC(=O)c1sc2nc(C)c([N+](=O)[O-])c(COC)c2c1N	-3%	1%	i	10%	7%	-5%	-12%	i	24%
17	CCn1c(CCNC(=O)c2ccc(C)cc2)n[nH]c1=S	-1%	2%	-19%	5%	10%	6%	.	i	-8%
18	CCOC(=O)C1CCN(C(=O)COC(=O)c2ccccc2C(=O)c2ccc(Cl)cc2)CC1	14%	-2%	-16%	-18%	1%	11%	19%	i	26%
19	S=c1[nH]nc(COc2ccccc2)n1/N=C/c1ccc(Br)s1	8%	1%	-5%	9%	-10%	-2%	.	i	0%
20	CC12CCCCC1C(C(N)=O)C(=O)O2 (stereo not drawn)	-4%	.	-11%	24%	1%	77%[activator]	.	i	21%
21	Cc1ccc([N+](=O)[O-])c(OCCCN2CCCCCC2)c1	-4%	0%	i	-19%	-14%	-24%	-20%	i	-24%
22	OC1CCCN(CC(O)c2ccccc2)C1 (stereo not drawn)	-1%	-5%	-24%	10%	-6%	1%	-14%	i	-2%
23	CC(C)(C)c1cc(-c2csc(Nc3ccccc3)[n+]2Cc2ccc(C(=O)O)cc2)cc(C(C)(C)C)c1O	-10%	-5%	-27%	?	7%	2%	22%	i	-80%[inhibitor]
24	Oc1ccccc1CNc1nc2ccccc2n1CCN1CCCCC1	-3%	2%	-17%	?	8%	6%	-24%	i	5%
25	CCOC(=O)c1cc2c(nc1NC(=S)NCc1ccccc1)CCCC2	0%	-3%	i	33%[activator]	13%	5%	7%	i	-11%
26	COC(=O)c1sccc1NC(=O)CSc1ccccc1NS(=O)(=O)c1ccc(Br)cc1	-1%	-6%	-5%[57.5 µM]	?	12%	-18%	19%	i	-12%
27	CCOC(=O)c1cc2c(=O)n3ccccc3nc2n(Cc2ccco2)c1=NC(=O)c1cc(C)cc(C)c1	.	.	-16%	?	-4%	134%[activator]	26%	.	?
28	Cc1c(C(=O)NCc2cccs2)oc2ccc(S(=O)(=O)N3CCOCC3)cc12	1%	-1%	i	4%	15%	8%	33%	i	8%
29	CCOc1ccc(CCNC(=O)COC(=O)CSc2ccc(C)cc2)cc1OCC	1%	-12%	-9%	53%[activator]	14%	3%	12%	i	1%
30	COc1cccc(/C=C2/SC(=S)N(CCCC(=O)Nc3ccc(O)cc3)C2=O)c1	4%	-2%	-12%	?	8%	?	48%	i	10%
31	CCN(CC)CC(C(=O)N(CC)CC)P(=O)(c1ccccc1)c1ccccc1 (stereo not drawn)	-10%	0%	-64%[inhibitor][57.5 µM]	-7%	9%	-6%	8%	i	3%
32	CC(NC(=O)CN(c1ccc(Br)cc1)S(C)(=O)=O)c1ccccc1 (stereo not drawn)	-12%	1%	i	12%	11%	1%	4%	i	-2%
33	CSc1nc(S(C)(=O)=O)nc2[nH]c(=O)[nH]c12	-6%	.	-21%	36%[activator]	10%	20%	.	i	-32%
34	Cn1nc(C(=O)Nc2cccc(S(N)(=O)=O)c2)c2ccccc2c1=O	-2%	-8%	i	27%	-11%	-2%	12%	i	0%
35	O=C(NC1CCCCC1)N(CCN1CCCC1)Cc1cc2cc3c(cc2[nH]c1=O)OCCO3	2%	-3%	i	9%	4%	-27%	47%	i	8%
36	CCOc1ccccc1NC(=O)CN1CCN(Cc2ccccc2)CC1	-8%	0%	i	-21%	-10%	5%	-16%	i	-1%
37	COc1cccc(C(=O)NNC(=O)C(=O)Nc2ccc(C)cc2)c1	-8%	1%	i	-3%	0%	1%	3%	i	-21%
38	COCCN1CCc2c(C)nc3c(-c4ccc(OC)c(OC)c4)cnn3c21	-14%	2%	-1%	64%[activator]	6%	2%	14%	i	13%
39	CCn1c(O)c(N=NC(=O)CNC(=O)/C=C/c2ccco2)c2ccccc21	2%	0%	-4%[57.5 µM]	12%	-13%	?	2%	i	-19%
40	O=C(NCc1ccccc1)C(=O)NCC1OCCN1C(=O)c1cccs1 (stereo not drawn)	-1%	0%	i	12%	-1%	-4%	.	i	-6%
41	CC(=O)Oc1ccccc1C1OCCN1C(C)=O (stereo not drawn)	-3%	-1%	-2%[57.5 µM]	0%	21%	-6%	-6%	i	4%
42	Cc1cc(=O)oc2cc(OC(C)C(=O)NCCc3ccc(S(N)(=O)=O)cc3)ccc12 (stereo not drawn)	-2%	-1%	i	-4%	5%	1%	-3%	i	-6%
43	CC(=O)c1ccc(OCC(O)CN2CCN(CCO)CC2)cc1 (stereo not drawn)	8%	0%	-6%	8%	-16%	6%	-23%	i	-5%
44	O=c1c2sccc2n(Cc2cc(=O)n3ccccc3n2)c(=O)n1-c1ccccc1	-10%	1%	i	21%	2%	-19%	.	i	11%
45	CNC(=O)c1sc(N2N=C3/C(=C\c4ccccc4)CCCC3C2c2ccccc2)nc1C (stereo not drawn)	0%	.	-31%[inhibitor]	?	6%	96%[activator]	.	i	?
46	COc1ccccc1-c1cnc(C(O)c2cccc(CN3CCCCC3)c2)[nH]1 (stereo not drawn)	3%	.	i	-20%	17%	-7%	1%	i	25%
47	Clc1ccc(Cl)c(OCCN2CCOCC2)c1	12%	2%	-20%	-13%	-3%	15%	5%	i	18%
48	COc1cccc2cc(C(=O)NNC(=O)c3ccc(Br)cc3)c(=O)oc12	0%	-1%	-4%	-7%	-12%	-28%	15%	i	28%
49	CC1(C)CC(=O)C2=C(C1)OC(N)=C(C#N)C2C1CC=CCC1 (stereo not drawn)	-3%	-1%	?	7%	21%	-3%	22%	i	-21%
50	COc1ccc2nc(N=Nc3ccc(N(C)C)cc3)sc2c1	-15%	2%	-21%	?	-20%	?	-7%	i	-13%
51	CSc1ccccc1NC(=O)c1ccco1	-10%	-1%	-2%[57.5 µM]	60%[activator]	-27%	-9%	8%	i	1%
52	CC(=O)c1ccc(N(C(=O)c2ccco2)C(C(=O)NC2CCCC2)c2ccc(N3CCOCC3)cc2)cc1 (stereo not drawn)	-2%	2%	i	4%	-1%	-7%	32%	i	-9%
53	CC1=C(C(=O)NC(C)c2ccc3c(c2)OCCO3)C2(CCC(C)CC2)OC1=O (stereo not drawn)	0%	3%	i	0%	0%	1%	-6%	i	9%
54	Cc1cc(C)c2c(N)c(C(=O)Nc3nccs3)sc2n1	7%	-9%	-21%	-46%	2%	.	19%	i	0%
55	COc1ccc(-c2nc3c(s2)CCc2onc(-c4ccc(OC)cc4)c2-3)cc1	-1%	-2%	-30%[inhibitor]	3%	8%	3%	-16%	i	15%
56	CC(C)N(c1ccccc1)c1ccc(NC(=S)NCCN(C)C)cc1	0%	-1%	i	?	-2%	?	14%	i	18%

Down the list, as entered above:
Compounds 40–43 in Abeta rescue read -1%, 21%, 5%, -16%
Compounds 40–43 in PTHR1 agonist read i, -2%[57.5 µM], i, -6%

A portion of the library; rates above refer to the full screens.
